GLS inhibitor: blocks human kidney-isoform glutaminase activity. GLS enzymatic activity, qHTS titration. Potency, µM (doses to about 45.5 µM), inactives show at the highest dose activity change, negative = inhibition, most hits filed as inhibitors. hit rate 0.21% among 410,000. AID 624170; note: potency is the fitted concentration of half-maximal effect; % is set by controls: 0 for no effect and ±100 for the full control effect
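Read-out is an Amplex red fluorescence increase coupled through glutamate oxidase and HRP, measured before and after 30 min room-temperature incubation. hKGA is in 45 mM KH2PO4 (pH 8.2) with 0.02% Tween-20; glutamine added as 1mM solution.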
RGS4 inhibitor: blocks human RGS4-accelerated GTP hydrolysis | Potency, µM (top dose mostly 114 µM), for inactives: at the highest dose activity change, negative = inhibition, most hits filed as inhibitors | P49798 | Transcreener GDP fluorescence polarization, RGS4-accelerated GTP hydrolysis | hit rate 0.039% among 390,000 | AID 504845; note: potency is the fitted concentration of half-maximal effect; % is set by controls: 0 for no effect and ±100 for the full control effect; nearly all actives have a fitted effect of over 75% in size; some results filed as inactive show a strong effect at the top dose
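MLSMR compounds (23 nl, pin-transferred) preincubated 10 min at room temperature with a 500nM (2x) first reagent, then RGS4 at 900nM (2x) plus Transcreener GDP mix added; fluorescence polarization (620/688 nm) read before and after 90 min at 30 °C.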
PI4K2A inh: PI4K2A (human) kinase inhibition; purified PI4K2A, ADP-Glo luminescence, 1 h; hits give low values; hit rate 0.13% among 420,000; Q9BTU6; activity change, negative = inhibition, % at 76.9 µM; in the data active = activity change below about -50%; inconclusive = mostly about -30% to -49%;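 note: -100% = wells without enzyme as full effect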
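In this quantitative HTS, ADP production by PI4K2A was quantified luminescently after 1 h at ambient temperature; 100 microM adenosine served as plate-quality control.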
12-LOX inh: inhibitors of human 12S-lipoxygenase ALOX12 | purified 12hLO, xylenol orange hydroperoxide absorbance | AID 1671190 | hit rate 1.1% among 580,000 | Potency, µM (series often up to 108 µM), inactives show at the top dose activity change, negative = inhibition, usual class: inhibitors; note: potency is the fitted concentration of half-maximal effect; % is set by controls: 0 for no effect and ±100 for the full control effect
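Purified human 12hLO (150 nM final) in 25 mM Hepes, 0.01% Triton X-100, pH 7.0 was preincubated 15 min at room temperature with compound. Then 40 uM arachidonic acid was added, 30 min. Hydroperoxide was read by Fe-XO absorbance ratio 573/405 nm.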
ERG-DNA inh: inhibitors of human ERG Ets domain-DNA interaction; hit rate 0.028% among 370,000; fluorescence polarization, His-ERG Ets domain / labelled DNA; Potency, µM (titrated, usually from 76.9 µM), for inactives: at the top dose FP activity, negative = inhibition, actives largely listed as inhibitors; active = well fitted inhibition curve with a large enough effect in the polarisation, with a control signal flat; inconclusive = small, poorly fitted or top-dose-only effect, or effect the other way, or a change in a side signal; inactive = no such curve, though single readings can be large or run the other way; the % refers to the polarisation;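 note: polarization taken with two DNA probes labelled with fluorescein and Texas red; potency is the fitted concentration of half-maximal effect; % of control where 0% means no effect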
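His-tagged ERG Ets domain (1 uM in the protein solution; 300mM KCl, 50mM Tris-HCl, 1mM EDTA, 1mM DTT, pH 7.5) received compound, then a probe mix of 5 nM fluorescein-DNA and 100nM Texas-615-DNA. Fluorescence polarization was read for both dyes.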
BAZ2B inh: blocks human BAZ2B | Q9UIF8 | AlphaScreen BAZ2B-H3K14Ac peptide displacement | Potency, µM (highest dose often 114 µM), for the others: at the top dose activity change, negative = inhibition, usual class: inhibitors | hit rate 4.4% among 360,000 | AID 504333; note: potency is the fitted concentration of half-maximal effect; % is set by controls: 0 for no effect and ±100 for the full control effect; nearly all actives have a fitted effect of over 60% in size
Target sequence (Q9UIF8 whole entry, looked up): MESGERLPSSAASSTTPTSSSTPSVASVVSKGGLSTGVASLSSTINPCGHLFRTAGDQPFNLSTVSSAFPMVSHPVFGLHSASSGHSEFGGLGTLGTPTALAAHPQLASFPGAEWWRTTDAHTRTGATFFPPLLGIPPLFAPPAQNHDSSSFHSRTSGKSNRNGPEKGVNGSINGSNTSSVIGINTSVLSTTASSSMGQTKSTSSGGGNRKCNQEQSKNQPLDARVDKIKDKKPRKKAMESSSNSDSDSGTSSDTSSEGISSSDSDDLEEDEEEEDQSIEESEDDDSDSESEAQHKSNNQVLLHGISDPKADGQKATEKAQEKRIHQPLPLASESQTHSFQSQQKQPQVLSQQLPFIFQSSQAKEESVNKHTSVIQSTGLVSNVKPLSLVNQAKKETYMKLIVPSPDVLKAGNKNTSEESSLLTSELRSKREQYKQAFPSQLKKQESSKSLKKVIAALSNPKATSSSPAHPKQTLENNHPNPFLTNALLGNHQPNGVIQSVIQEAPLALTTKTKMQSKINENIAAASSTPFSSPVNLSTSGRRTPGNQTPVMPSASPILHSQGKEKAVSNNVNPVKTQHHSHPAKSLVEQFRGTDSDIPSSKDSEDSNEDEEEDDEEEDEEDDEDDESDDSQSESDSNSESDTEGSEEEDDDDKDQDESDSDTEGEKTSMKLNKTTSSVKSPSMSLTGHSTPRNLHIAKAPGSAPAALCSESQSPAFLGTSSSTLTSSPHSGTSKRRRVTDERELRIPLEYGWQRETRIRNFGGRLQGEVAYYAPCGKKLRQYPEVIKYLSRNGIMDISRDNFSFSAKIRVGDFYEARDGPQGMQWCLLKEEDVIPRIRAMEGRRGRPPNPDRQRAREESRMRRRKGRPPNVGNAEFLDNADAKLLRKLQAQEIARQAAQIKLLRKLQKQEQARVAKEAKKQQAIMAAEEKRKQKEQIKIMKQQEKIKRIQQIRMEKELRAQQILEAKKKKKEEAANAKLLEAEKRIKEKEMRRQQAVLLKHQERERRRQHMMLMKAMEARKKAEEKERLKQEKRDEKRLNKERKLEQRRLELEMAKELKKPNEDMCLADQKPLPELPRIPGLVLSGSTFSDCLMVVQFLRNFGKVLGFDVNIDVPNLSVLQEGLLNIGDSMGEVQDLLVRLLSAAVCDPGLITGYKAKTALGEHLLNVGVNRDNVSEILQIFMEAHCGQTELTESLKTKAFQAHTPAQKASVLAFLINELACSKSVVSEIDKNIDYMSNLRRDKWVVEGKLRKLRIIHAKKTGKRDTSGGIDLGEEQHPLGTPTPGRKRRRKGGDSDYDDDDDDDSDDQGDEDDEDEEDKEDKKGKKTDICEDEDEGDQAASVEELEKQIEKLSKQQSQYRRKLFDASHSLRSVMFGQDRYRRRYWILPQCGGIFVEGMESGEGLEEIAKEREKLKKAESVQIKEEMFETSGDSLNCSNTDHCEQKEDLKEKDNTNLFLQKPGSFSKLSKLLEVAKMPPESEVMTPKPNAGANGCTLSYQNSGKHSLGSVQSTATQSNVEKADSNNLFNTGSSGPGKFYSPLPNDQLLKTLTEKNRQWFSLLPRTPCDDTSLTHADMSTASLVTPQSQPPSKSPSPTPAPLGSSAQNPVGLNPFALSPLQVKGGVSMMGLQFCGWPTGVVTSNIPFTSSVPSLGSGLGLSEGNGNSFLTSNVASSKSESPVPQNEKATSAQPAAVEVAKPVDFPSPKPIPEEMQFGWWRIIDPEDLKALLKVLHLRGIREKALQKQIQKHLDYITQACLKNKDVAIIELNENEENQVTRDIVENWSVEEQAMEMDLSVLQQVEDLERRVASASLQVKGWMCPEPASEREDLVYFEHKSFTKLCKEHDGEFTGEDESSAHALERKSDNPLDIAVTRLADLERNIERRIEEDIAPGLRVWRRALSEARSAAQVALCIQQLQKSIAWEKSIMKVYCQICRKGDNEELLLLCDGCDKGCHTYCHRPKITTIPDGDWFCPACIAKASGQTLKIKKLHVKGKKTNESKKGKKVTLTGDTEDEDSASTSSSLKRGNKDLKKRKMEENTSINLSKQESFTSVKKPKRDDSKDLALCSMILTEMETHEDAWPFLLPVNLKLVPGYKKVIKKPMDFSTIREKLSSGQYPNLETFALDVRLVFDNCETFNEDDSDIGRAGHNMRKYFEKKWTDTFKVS
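BAZ2B (50 nM) with biotin-H3(5-23)K14Ac peptide (50 nM) in PBS pH 7.4, 0.01% Tween-20, preformed 30 min, then compound 30 min at room temperature; top concentration 110uM. AlphaScreen streptavidin donor/nickel chelate acceptor beads (10 ug/mL final), 20 min dark, signal read.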
G9a block: G9a (human) methyltransferase inhibition; Q96KQ7; G9a H3K9 monomethylation, AlphaScreen, 2 h; Potency, µM (titrated, usually from 102 µM), without a hit: at the highest dose activity, negative = inhibition, usual class: inhibitors; hit rate 8.8% among 350,000; AID 504332; note: potency is the fitted concentration of half-maximal effect; % is set by controls: 0 for no effect and ±100 for the full control effect; nearly all actives have a fitted effect of over 75% in size
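Quantitative HTS format: methyltransferase activity on a biotin-tagged H3K9 peptide is measured by AlphaScreen, using a rabbit anti-monomethyl-H3K9 antibody with streptavidin donor and anti-IgG acceptor beads. Final levels are 20 nM enzyme, 500 nM peptide, 20 uM SAM; 2 h RT.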
JMJD2A Tudor inh: blocks the human JMJD2A Tudor domain | hit rate 4.4% among 390,000 | AlphaScreen JMJD2A-Tudor / H3K4me3 peptide binding | Potency, µM (top dose mostly 114 µM), without a hit: at the top dose activity change, negative = inhibition, usual class: inhibitors | O75164; note: potency is the fitted concentration of half-maximal effect; % is set by controls: 0 for no effect and ±100 for the full control effect; nearly all actives have a fitted effect of over 50% in size
HP1b binding inh: blocks HP1-beta chromodomain binding to methylated histone tails; AlphaScreen HP1-beta / biotin-H3K9me3 peptide binding; AID 540317; P83916; Potency, µM (doses to about 114 µM), for the others: at the highest dose activity change, negative = inhibition, most hits filed as inhibitors; hit rate 0.56% among 390,000; note: potency is the fitted concentration of half-maximal effect; nearly all actives have a fitted effect of over 70% in size; inactives centre near 23
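HP1-beta protein (50 nM final) preincubated 30 min at room temperature with biotinylated H3(1-18)K9me3 peptide (50 nM) in PBS pH 7.4, 0.01% Tween-20, then compound added for 30 min. AlphaScreen streptavidin donor/nickel chelate acceptor beads (10 ug/mL final), 30 min dark, luminescence read.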
Active calls of the source: *; & = joins results of further samples; [ ] = dose if it differs, or a comment. Unless noted, calls come from the whole dose curve; as a rule, active = well fitted curve in the direction sought with a large enough effect; inconclusive = small, poorly fitted or top-dose-only effect, or another doubt; inactive = no such curve, though single readings can be large; an effect the other way counts as inactive or inconclusive. A portion of the library. The share of hits here may be higher or lower than overall.

For N#C/C(=C1\CCCN1)c1nc(-c2ccccc2)cs1 the results were GLS inhibitor -10%, RGS4 inhibitor -7%, PI4K2A inh -1, 12-LOX inh 4%, BAZ2B inh -29%, G9a block inconclusive, JMJD2A Tudor inh -12% and HP1b binding inh -6%.
For CCOC(=O)c1sc(=NC(=O)c2ccc(OC(C)C)cc2)n(C)c1C the results were GLS inhibitor 0%, RGS4 inhibitor -10%, PI4K2A inh 0, 12-LOX inh -3%, ERG-DNA inh -3%, BAZ2B inh 0%, G9a block 10%, JMJD2A Tudor inh 7% and HP1b binding inh 26%.
`Cc1onc(-c2ccccc2)c1C(=O)OCCOc1cccc(Cl)c1` gave GLS inhibitor 9%, RGS4 inhibitor 31%, PI4K2A inh -4, 12-LOX inh inactive, ERG-DNA inh 11%, BAZ2B inh 117%[activator], G9a block 428%[activator], JMJD2A Tudor inh 157%[activator] and HP1b binding inh 238%[activator].
Screening CCOC(=O)N1CCN(Cc2ccc3c(c2)OCO3)CC1 returned GLS inhibitor 7%, RGS4 inhibitor 12%, PI4K2A inh 4, 12-LOX inh -63%, ERG-DNA inh -6%, BAZ2B inh 10%, JMJD2A Tudor inh -14% and HP1b binding inh 35%.
Screening O=C(NCc1ccc2c(c1)OCO2)c1c(O)nc2sccn2c1=O returned GLS inhibitor 0%, RGS4 inhibitor 11%, PI4K2A inh 0, 12-LOX inh inconclusive, ERG-DNA inh -8%, BAZ2B inh inconclusive, G9a block -49%, JMJD2A Tudor inh -16% and HP1b binding inh 54%[activator].
For Cc1cc(C(=O)CSc2n[nH]c(N)n2)c(C)n1C1CC1 the results were GLS inhibitor 32%, RGS4 inhibitor -20%, PI4K2A inh -3, 12-LOX inh 161%[activator], ERG-DNA inh 6%, BAZ2B inh -36%, JMJD2A Tudor inh -34% and HP1b binding inh -14%.
For O=C(N[C@H]1CCC(=O)N(CCSc2ccc(Br)cc2)CC1)OCc1ccccc1 the results were GLS inhibitor 1%, RGS4 inhibitor 5%, PI4K2A inh -2, 12-LOX inh inconclusive, ERG-DNA inh -19%, BAZ2B inh -2%, G9a block -2%[0.501 µM], JMJD2A Tudor inh -15% and HP1b binding inh 32%.
O=C(NCCCCNC(=O)c1ccc(Br)cc1)c1ccc(Br)cc1 was read as GLS inhibitor -5%, RGS4 inhibitor 2%, PI4K2A inh 4, 12-LOX inh 1%, ERG-DNA inh 7%, BAZ2B inh 2%, G9a block 0%, JMJD2A Tudor inh -11% and HP1b binding inh 64%[activator].
COc1ccc(NC(=O)CSC2=Nc3ccccc3C3=NC(Cc4ccccc4)C(=O)N23)cc1Cl (stereo unspecified) was read as GLS inhibitor -21%, RGS4 inhibitor 14%, PI4K2A inh 0, 12-LOX inh -21%, ERG-DNA inh -1%, BAZ2B inh -10%, G9a block -5%[59 µM], JMJD2A Tudor inh -22% and HP1b binding inh 0%.
Screening CC(C)(C)CC(C)(C)NC(=O)/C=C/C(=O)O returned GLS inhibitor 3%, RGS4 inhibitor 23%, PI4K2A inh -2, 12-LOX inh inconclusive, ERG-DNA inh -4%, BAZ2B inh 5%, G9a block 10%, JMJD2A Tudor inh -10% and HP1b binding inh 21%.
For O=C(c1ccc(S(=O)(=O)N2CCOCC2)cc1)N(c1ccccc1)C1C=CS(=O)(=O)C1 (stereo unspecified) the results were GLS inhibitor 4%, RGS4 inhibitor 4%, PI4K2A inh 1, 12-LOX inh 0%&-18%, BAZ2B inh -2%, G9a block 9%[59 µM], JMJD2A Tudor inh -8% and HP1b binding inh 25%.
O=C(c1cccs1)N(c1cccc(Cl)c1)C1C=CS(=O)(=O)C1 (stereo unspecified) was read as GLS inhibitor -3%, RGS4 inhibitor 9%, PI4K2A inh -2, 12-LOX inh 9%, ERG-DNA inh -8%, BAZ2B inh -5%, G9a block -47%, JMJD2A Tudor inh -5% and HP1b binding inh 41%[activator].
Screening OCCNc1nc2ccccc2n1-c1ccccc1 returned GLS inhibitor 24%, RGS4 inhibitor 5%, PI4K2A inh 6, 12-LOX inh -19%, ERG-DNA inh -6%, BAZ2B inh 11%, G9a block 6%[12.7 µM], JMJD2A Tudor inh -9% and HP1b binding inh 12%.
For Cc1ccc(SCC(=O)OCC(=O)NC2CCCCCC2)cc1 the results were GLS inhibitor -9%, RGS4 inhibitor 9%, PI4K2A inh 2, 12-LOX inh -4%, ERG-DNA inh -8%, BAZ2B inh 3%, G9a block 29%, JMJD2A Tudor inh 23% and HP1b binding inh 48%[activator].
CCN(C(=O)CSc1nc2ccccc2n1Cc1ccccc1C#N)c1ccccc1 was read as GLS inhibitor -13%, RGS4 inhibitor 8%, PI4K2A inh -4, 12-LOX inh -11%, ERG-DNA inh -4%, BAZ2B inh inconclusive, G9a block -12%[59 µM], JMJD2A Tudor inh -15% and HP1b binding inh -15%.
COc1ccc(-c2sc3ccc(OC)cc3c2C#CCCO)cc1 was read as GLS inhibitor 9%, RGS4 inhibitor -20%, PI4K2A inh -4, ERG-DNA inh -13%, BAZ2B inh 0%, G9a block 35µM*, JMJD2A Tudor inh -7% and HP1b binding inh 46%[activator].
Screening Cc1cc(C)c(NC(=S)N(CCN(C)C)C(C)c2cccnc2)c(C)c1 (stereo unspecified) returned GLS inhibitor 2%, RGS4 inhibitor -15%, PI4K2A inh 0, 12-LOX inh 0%, ERG-DNA inh -9%, BAZ2B inh -22%, G9a block -10%[59 µM], JMJD2A Tudor inh -19% and HP1b binding inh 14%.
`COc1cccc(-c2ccc(SCC(=O)NCCc3ccccc3)nn2)c1` gave GLS inhibitor -22%, RGS4 inhibitor -23%, PI4K2A inh 0, 12-LOX inh 28%, ERG-DNA inh -8%, G9a block 0%, JMJD2A Tudor inh 7% and HP1b binding inh 20%.
For CCNC(=O)N(C)C[C@H]1N[C@@](Cc2ccccc2)(C(=O)OC)[C@H]2C(=O)N(C)C(=O)[C@@H]12 the results were GLS inhibitor 3%, RGS4 inhibitor 1%, PI4K2A inh 0, 12-LOX inh inconclusive, ERG-DNA inh -14%, JMJD2A Tudor inh -22% and HP1b binding inh 15%.
For Cc1ccc2c(c1)c1c3n2CCN=C3CCC1 the results were GLS inhibitor 3%, RGS4 inhibitor -47%, PI4K2A inh 0, 12-LOX inh 0%, ERG-DNA inh 9%, G9a block 18µM*, JMJD2A Tudor inh -24% and HP1b binding inh 11%.

Sorted by number of heavy atoms (low to high): some entries from above
For Cc1cc(C(=O)CSc2n[nH]c(N)n2)c(C)n1C1CC1 the results were GLS inhibitor 32%, RGS4 inhibitor -20%, PI4K2A inh -3, 12-LOX inh 161%[activator], ERG-DNA inh 6%, BAZ2B inh -36%, JMJD2A Tudor inh -34% and HP1b binding inh -14%.
For CCOC(=O)c1sc(=NC(=O)c2ccc(OC(C)C)cc2)n(C)c1C the results were GLS inhibitor 0%, RGS4 inhibitor -10%, PI4K2A inh 0, 12-LOX inh -3%, ERG-DNA inh -3%, BAZ2B inh 0%, G9a block 10%, JMJD2A Tudor inh 7% and HP1b binding inh 26%.
For O=C(N[C@H]1CCC(=O)N(CCSc2ccc(Br)cc2)CC1)OCc1ccccc1 the results were GLS inhibitor 1%, RGS4 inhibitor 5%, PI4K2A inh -2, 12-LOX inh inconclusive, ERG-DNA inh -19%, BAZ2B inh -2%, G9a block -2%[0.501 µM], JMJD2A Tudor inh -15% and HP1b binding inh 32%.

(more compounds)
For O=C(Cn1c2[n+](c3ccc(C(F)(F)F)cc31)CCCCC2)c1ccc2c(c1)OCCO2 the results were GLS inhibitor -4%, RGS4 inhibitor -14%, PI4K2A inh -1, 12-LOX inh -11%, ERG-DNA inh 5%, BAZ2B inh -2%, G9a block -1%, JMJD2A Tudor inh -6% and HP1b binding inh 32%.
`Cc1ccc(S(=O)(=O)N(C)C(=O)NC(=O)NS(=O)(=O)c2ccccc2)cc1` gave GLS inhibitor 10%, RGS4 inhibitor 0%, PI4K2A inh 3, 12-LOX inh -10%, ERG-DNA inh 4%, G9a block inconclusive, JMJD2A Tudor inh -3% and HP1b binding inh 30%.
O=C(c1ccc(Br)o1)N1CC=C(c2ccccc2)CC1 was read as GLS inhibitor -4%, RGS4 inhibitor -29%, PI4K2A inh -2, 12-LOX inh -25%, ERG-DNA inh 4%, JMJD2A Tudor inh inconclusive and HP1b binding inh -9%.
Fc1ccc(-c2nnc(-c3ccc4ccccc4c3)o2)cc1 was read as GLS inhibitor 13%, RGS4 inhibitor -29%, PI4K2A inh 22, 12-LOX inh -30%, ERG-DNA inh -9%, JMJD2A Tudor inh -15% and HP1b binding inh 12%.
CCOc1ccc(N2CC(C(=O)Nc3cc(Cl)ccc3-n3cncn3)CC2=O)cc1 (stereo unspecified) was read as GLS inhibitor 2%, RGS4 inhibitor 14%, PI4K2A inh 6, 12-LOX inh -20%, ERG-DNA inh 20%, BAZ2B inh 1%, G9a block inconclusive, JMJD2A Tudor inh -18% and HP1b binding inh 4%.
Cc1cc(NC(=O)COC(=O)C2=COCCO2)c([N+](=O)[O-])cc1C was read as GLS inhibitor -4%, RGS4 inhibitor 0%, PI4K2A inh 0, 12-LOX inh -9%, ERG-DNA inh 9%, BAZ2B inh -31%, G9a block inconclusive, JMJD2A Tudor inh -8% and HP1b binding inh 21%.

Screening results: PubChem, National Center for Advancing Translational Sciences (NCATS)
